Screening data from PubChem.
GPR151 activ = activators of human GPR151, primary screen, cell-based, PathHunter beta-arrestin, luminescence; G-protein coupled receptor 151 (Homo sapiens), Q8TDV0; PathHunter beta-arrestin GPR151 cells; activation, % at 11.2 µM; actives 1% (n = 650,000); in the data active means activation above about 4.9%;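 further: 0% = median of compound wells and 100% = cells with positive control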
Target sequence (Q8TDV0 whole entry, looked up): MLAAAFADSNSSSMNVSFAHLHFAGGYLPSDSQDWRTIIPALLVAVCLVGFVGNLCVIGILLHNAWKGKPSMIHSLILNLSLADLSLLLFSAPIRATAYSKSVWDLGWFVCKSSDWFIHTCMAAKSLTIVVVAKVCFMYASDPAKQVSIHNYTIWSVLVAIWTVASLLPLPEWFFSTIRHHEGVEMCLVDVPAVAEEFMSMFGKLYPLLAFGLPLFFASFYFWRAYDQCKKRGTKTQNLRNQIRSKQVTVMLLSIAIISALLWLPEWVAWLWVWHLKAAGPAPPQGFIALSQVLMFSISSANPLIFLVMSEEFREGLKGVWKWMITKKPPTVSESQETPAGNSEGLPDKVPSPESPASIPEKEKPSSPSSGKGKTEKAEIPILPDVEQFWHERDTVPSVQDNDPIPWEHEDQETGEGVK
FBW7 activator = FBW7 E3 ligase activators, primary screen, biochemical, AlphaScreen, human | F-box/WD repeat-containing protein 7 (Homo sapiens), Q969H0 | AlphaScreen FBW7–phospho-cyclin E peptide binding, activator screen | normalized activity (activation), % at 26.1 µM | actives 0.13% (n = 650,000) | AID 1259310, 2017; in the data active means normalized activity above about 1.9%;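 further: purified mutant Fbw7 with reduced substrate affinity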
TEAD-YAP inh = TEAD-YAP interaction inhibition, primary screen, TEAD-YAP interaction inhibitor project, luminescence, HEK-TIYL cells. AID 1259422, 2018. TEAD-Gal4/YAP UAS-luciferase luminescence. inhibition, % at 9.12 µM. actives 1.4% (n = 640,000); in the data active means inhibition above about 32%;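 further: 0% = median of test compound wells and 100% = reference inhibitor wells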
MITF inh = MITF inhibitors, primary screen, biochemical, AlphaScreen, human | inhibition, % at 2.6 µM | Microphthalmia-associated transcription factor (Homo sapiens), O75030 | AID 1259374, 2018 | actives 0.91% (n = 650,000) | AlphaScreen MITF homodimerization, bead proximity signal; in the data active means inhibition above about 50%;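 further: 0% = vehicle wells with protein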
Target sequence (O75030 whole entry, looked up): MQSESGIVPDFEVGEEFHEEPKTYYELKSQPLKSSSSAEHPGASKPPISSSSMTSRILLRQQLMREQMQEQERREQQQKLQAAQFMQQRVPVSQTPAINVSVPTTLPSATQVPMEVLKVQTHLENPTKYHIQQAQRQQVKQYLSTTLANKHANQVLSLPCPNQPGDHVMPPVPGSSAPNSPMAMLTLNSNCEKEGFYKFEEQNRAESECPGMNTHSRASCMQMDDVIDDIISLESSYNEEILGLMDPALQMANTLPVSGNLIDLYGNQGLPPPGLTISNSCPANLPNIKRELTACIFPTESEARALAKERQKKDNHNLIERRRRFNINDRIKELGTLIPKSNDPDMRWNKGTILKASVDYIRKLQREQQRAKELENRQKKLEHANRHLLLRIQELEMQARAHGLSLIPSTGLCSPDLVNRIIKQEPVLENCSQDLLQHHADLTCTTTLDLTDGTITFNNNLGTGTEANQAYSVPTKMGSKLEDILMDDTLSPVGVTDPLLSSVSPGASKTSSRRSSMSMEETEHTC
* hit, by the source's call.

Values run as follows: GPR151 activ, FBW7 activator, TEAD-YAP inh, MITF inh
- C=C(C)Cn1c(SCc2ccccc2)nc2sc3c(c2c1=O)CCC(C(C)(C)C)C3 (stereo not given)
  -1.0, 0.2, 9, 11
- COc1ccc(C(C)=O)cc1N1C(=O)C2C3C=CC(C3=C(C)C)C2C1=O (stereo not given)
  -0.8, 0.7, 7, 9
- O=C(NC(=O)c1ccccc1)Nc1ccc(Cl)c(S(=O)(=O)N2CCOCC2)c1
  0.9, 0.1, 6, -6
- COCc1cc(C)nc(SCc2ccccc2)c1C#N
  -0.4, -0.1, -3, -3
- Cc1csc(NC(=O)CSc2nnc(CC(=O)Nc3ccccc3C)n2C)n1
  -0.4, 0.1, -7, 10
- COc1ccccc1N1CCN(C2CCCN(Cc3cccn3-c3cccnc3)C2)CC1 (stereo not given)
  7.5*, 0.1, 4, 4
- CCN(CC)S(=O)(=O)c1ccc2[nH]c3nc(SCc4cccnc4)nnc3c2c1
  1.6, -0.1, 37*, 8
- COc1ccc(C(=O)OC2CC(C)=CCC3(C)CCC(O)(C(C)C)C23)cc1O (stereo not given)
  -0.1, 0.2, 13, 20
- NC1=NC(=O)/C(=C/c2cccc(OC(=O)c3ccccc3F)c2)S1
  -0.5, -0.2, 5, -3
- O=C(CCNC(=O)c1cccs1)NCc1ccccc1Cl
  -2.4, 0.0, 7, 18
- CC(=O)N1CCc2ccc(C(=O)CN3CCN(c4cccc(C)c4C)CC3)cc21
  1.3, 0.0, -3, -3
- CC(=O)c1ccc(OS(=O)(=O)c2cn(C)c(=O)n(C)c2=O)cc1
  0.8, 0.1, -11, 12
- Cc1ccc(OCC(=O)N/N=C/c2cccc(C)c2O)c([N+](=O)[O-])c1
  -0.5, -0.1, 11, -9
- Cc1cc(C)cc(NC(=O)Cn2ccn(-c3ccccc3)c(=O)c2=O)c1
  1.6, 0.3, 16, 6
- O=C(Cn1sc2ccccc2c1=O)N1CCN(C(=O)c2ccco2)CC1
  -0.9, 0.2, -3, 8
- CC(C)c1ccc(/C=C/C(=O)Nc2ccccc2C(F)(F)F)cc1
  0.4, 0.2, -26, 3
- O=c1c2c(nc(N3CCCC3)n1CCO)CCN(Cc1ccccc1)C2
  0.4, 0.1, 10, 0
- COc1ccc(Cc2nnc(SCC(=O)NC3CCCC3)o2)cc1
  -1.5, 0.0, -10, -1
- NNC(=O)CCN1C(=O)c2cccc3cccc(c23)C1=O
  -0.1, 0.1, 6, -1
- CCc1nc2sccn2c(=O)c1C(=O)N(C)c1ccccc1
  1.7, 0.0, -7, 5
- COC(=O)c1ccccc1NC(=O)c1cc(-c2ccc(C)s2)nc2ccccc12
  -1.1, 0.1, -6, 0
- COCCCn1c(=O)[nH]c2nc(-c3ccc(OC)nc3)cnc21
  0.0, -0.3, -9, -8
- COc1ccc(OC)c(NC(=O)c2oc3ccccc3c2NC(=O)c2ccco2)c1
  0.6, 0.0, 4, 4
- COc1cccc(CN2CCN(Cc3c(C)nn(C)c3Cl)CC2CCO)c1 (stereo not given)
  0.2, 0.1, 9, -6
- Cc1cnc(Nc2ccc3ncccc3c2)nc1NCc1cccc(C(F)(F)F)c1
  4.5, 0.0, 53*, 7
- O=C(C1CCC(CNc2c(N3CCCCC3)c(=O)c2=O)CC1)N1CCCCCC1 (stereo not given)
  -2.1, 0.2, -12, 14
- COc1cc(S(=O)(=O)N2CCOCC2)ccc1NC(=O)CSc1ncn[nH]1
  -0.3, 0.3, 5, 10
- CC1=C(C(=O)OC2CCCCC2)C(c2ccc(Cl)cc2)C2=C(CC(C)(C)CC2=O)N1 (stereo not given)
  0.5, 0.0, -1, 2
- CC(=O)Nc1ccc(S(=O)(=O)NCc2ccc(F)cc2)cc1
  -1.2, 0.2, -12, -1
- Cn1ncc2c(NCc3ccc(F)cc3)ncnc21
  -1.2, -0.2, -7, -3
- CCOc1ccc(-n2cc(-c3ccccc3)c3c(N4CCN(c5ccccc5Cl)CC4)ncnc32)cc1
  3.1, 0.1, 12, -9
- CCOc1cc(CO)cc(Cl)c1OCc1ccccc1C#N
  -2.2, -0.1, -8, 1
- CCOC(=O)c1c(NC(=O)C23CC4CC(CC(C4)C2)C3)sc(C(=O)Nc2ccccc2OC)c1C
  -0.4, 0.0, -3, -4
- Cc1cc(S(=O)(=O)N2CCCOC2CNC(=O)C(=O)NCc2ccco2)ccc1F (stereo not given)
  0.3, -0.1, 11, 1
- CC1CCN(S(=O)(=O)c2ccc3c(c2)N(CC(=O)N2CCCC2)C(=O)CO3)CC1
  1.2, -0.2, 18, -4
- CN(C)CCOc1cc(-c2ccnc(N)n2)ccc1NC(=O)C1COc2ccc(Cl)cc2C1 (stereo not given)
  0.4, 0.1, -4, 8
- CCCC(Oc1ccc(Br)cc1)C(=O)NN (stereo not given)
  0.0, -0.1, 10, -7
- CC(NC(=O)CCSc1ccccc1)c1ccccc1 (stereo not given)
  -1.6, 0.1, -35, 1
- Cc1c(/C=N/NC(=O)c2cc(=O)[nH]c(=O)[nH]2)c2ccccn2c1C(=O)c1ccccc1
  -1.0, 0.0, -2, 2
- C=Cc1cccc(NC(=O)CSc2ccccc2)c1
  0.3, -0.1, -28, -4

Next part; it opens with the six that closed the last part.
Values run as follows: GPR151 activ, FBW7 activator, TEAD-YAP inh, MITF inh
- CC1CCN(S(=O)(=O)c2ccc3c(c2)N(CC(=O)N2CCCC2)C(=O)CO3)CC1
  1.2, -0.2, 18, -4
- CN(C)CCOc1cc(-c2ccnc(N)n2)ccc1NC(=O)C1COc2ccc(Cl)cc2C1 (stereo not given)
  0.4, 0.1, -4, 8
- CCCC(Oc1ccc(Br)cc1)C(=O)NN (stereo not given)
  0.0, -0.1, 10, -7
- CC(NC(=O)CCSc1ccccc1)c1ccccc1 (stereo not given)
  -1.6, 0.1, -35, 1
- Cc1c(/C=N/NC(=O)c2cc(=O)[nH]c(=O)[nH]2)c2ccccn2c1C(=O)c1ccccc1
  -1.0, 0.0, -2, 2
- C=Cc1cccc(NC(=O)CSc2ccccc2)c1
  0.3, -0.1, -28, -4
- N#CC(=C1CCCCC1)c1nc(-c2cc3ccccc3oc2=O)cs1
  1.7, 0.0, 5, 8
- O=C(NNC(=O)C1CC2CCC1C2)c1ccccc1 (stereo not given)
  0.2, 0.0, 0, -1
- O=C(Cc1ccccc1)Nc1nnc(SCC(=O)N2CCCc3ccccc32)s1
  0.0, -0.1, -1, 2
- CCCCNCCCOc1ccc([N+](=O)[O-])cc1
  2.6, -0.2, 10, -1
- O=S(=O)(O)CCCN1CCN(S(=O)(=O)c2ccc3c(c2)OCCO3)CC1
  0.5, -0.1, 9, -7
- CC1=C(C#N)C(c2ccccc2C)C(C#N)=C(C)N1
  -0.7, -0.1, 10, 0
- Nc1[nH]nc2nc(N3CCCC3)nc(-c3ccccc3)c12
  0.4, 0.0, 1, 2
- C=CCN1C(=O)c2ccc(F)cc2C1=O
  0.7, 0.2, -10, -3
- CCOC(=O)N1CCN(C(=O)C23CC4CC(CC(C4)C2)C3)CC1
  0.8, -0.1, 3, -4
- S=c1nc2ccccc2c2nc(CCN3CCCCC3)[nH]n12
  0.7, -0.5, 0, 0
- CCCCOc1ccc2c(C)cc(=O)oc2c1
  -0.9, 0.3, -55, 9
- O=C(CN1N=NC2C(=O)N(c3ccc(Cl)cc3)C(=O)C21)Nc1ccccc1[N+](=O)[O-] (stereo not given)
  1.1, -0.2, 6, -5
- COC(=O)c1ccc(COC(=O)CNC(=O)c2ccccc2Cl)cc1
  -0.4, 0.1, -3, 12
- Cc1ccc([N+](=O)[O-])cc1N1C(=O)C2C3c4ccccc4C(c4ccccc43)C2C1=O (stereo not given)
  0.2, -0.1, -8, 3
- Oc1c(C(c2ccc(C(F)(F)F)cc2)N2CCCCC2)ccc2cccnc12 (stereo not given)
  -1.5, -0.1, 83*, 9
- O=C(CCN1C(=O)C2C3C=CC(C3)C2C1=O)N1CCN(c2ccccn2)CC1 (stereo not given)
  -0.1, -0.2, 7, 0
- CCOc1cccc(CN2CCOc3ccc(CN4CCN(C(C)=O)CC4)cc3C2)c1
  -0.9, 0.0, 8, 11
- CC1CC(C)CN(C(=O)c2ccc(S(=O)(=O)N(C)C)cc2)C1 (stereo not given)
  0.2, -0.2, 5, -3
- O=C(Cn1c2ccccc2c(=O)c2ccccc21)Nc1cc(Oc2ccc(Cl)c(Cl)c2)cc([N+](=O)[O-])c1
  -1.5, 0.0, -5, -8
- COCCCN1C(=O)/C(=C\c2ccc([N+](=O)[O-])cc2)C(C(=O)OC)=C1C
  -1.4, -0.2, 8, 15
- CCc1nc2nc(C)cc(Nc3ccccc3C)n2n1
  -0.6, 0.0, -4, 9
- COc1cccc(C(=O)NCc2ccc3[nH]c(C)cc3c2)c1
  -1.3, -0.2, 6, -2
- CC1(C)CC(=O)C2=C(C1)Nc1c(ccc3ccccc13)C2c1ccc(C(C)(C)C)cc1 (stereo not given)
  -1.2, -0.1, 9, 9
- COc1ccc(Nc2cc(C)nc3nncn23)cc1
  -1.5, 0.0, -5, -1
- COc1cccc2cc(C(=O)NCc3ccccc3)c(=Nc3ccc(C(=O)O)cc3)oc12
  0.0, 0.1, 30, 6
- Cc1ccc(C)c(NC(=O)CSc2cn(Cc3ccc(F)cc3)c3ccccc23)c1
  1.3, -0.2, 6, -5
- Cc1ncc(CO)c2cc(C(=O)Nc3cccc(Cl)c3)c(=N)oc12
  0.1, 0.0, -2, 6
- COc1ccc(/C=N/Nc2nccnc2Cl)c(OC)c1
  -7.9, 0.6, -18, 3
- O=C1c2ccccc2C(=O)N1CC(O)c1ccccc1 (stereo not given)
  -0.9, -0.1, 2, -2
- O=C(N/N=C/c1cccc([N+](=O)[O-])c1O)c1cc(-c2ccccc2)n[nH]1
  -0.9, -0.6, 13, 46
- Cc1cc(C)c(/C=N/NC(=O)c2nnn(-c3nonc3N)c2CN(C)C)c(C)c1
  -0.8, 0.4, 4, 0
- COc1cccc(C2C3=C(CCCC3=O)Nc3nc(SC)[nH]c(=O)c32)c1 (stereo not given)
  -0.7, -0.1, 6, -4
- c1ccc(CCNc2ccc3ncc(-c4ccc(N5CCOCC5)cc4)n3n2)nc1
  -1.2, 0.4, 47*, 19
- COc1cc(/C=N/NC(=O)c2cccc(Cl)c2)cc([N+](=O)[O-])c1O
  -0.9, 0.3, -42, 8
- CC(=O)c1ccc(N(C(C)=O)C2=C(N3CCCCC3)C(=O)c3ccccc3C2=O)cc1
  -0.7, -0.3, 1, 16
- COc1ccc(-n2nc3ccc(NC(=O)COc4ccc(C)c(C)c4)cc3n2)cc1
  1.4, 0.1, -13, -12
- COc1ccccc1C(=O)Nc1ccnn1C1CCN(Cc2cc3ccccc3o2)CC1
  2.3, -0.2, 8, 0
- COc1ccc(O)c(/C=N/NC(=O)C(C)Nc2cccc(C)c2)c1 (stereo not given)
  -0.1, -0.1, -19, 10
- CCc1cccc(CC)c1NC(=O)c1cc(-c2ccc(Cl)c(Cl)c2)nc2ccccc12
  0.1, 0.0, 0, -6
- N#C/C(=C\c1ccc(OCc2ccccc2)cc1)C(=O)Nc1ccc(S(N)(=O)=O)cc1
  -3.9, 0.1, -25, -6
- COc1ccc(O)c(-c2nc3c(C(C)(C)C)cc(C(C)(C)C)c(O)c3o2)c1
  -1.2, 0.2, -5, -16
- O=C(O)c1c(CNCc2ccco2)c2ccccc2n1Cc1cccc(F)c1
  0.6, 0.0, -7, 0
- O=C(Nc1cccc(Cl)c1)c1ccccc1C(=O)N(c1ccccc1)c1ccccc1
  2.4, 0.2, 5, 3
- Cc1cc(NC(=O)CSCC(=O)OCC(=O)c2c(N)n(C)c(=O)n(C)c2=O)no1
  -3.1, 0.1, -3, -2
- COc1cc(C)c(C2C(C#N)=C(N)OC3=C2C(=O)CC(C)(C)C3)cc1C(C)C (stereo not given)
  -0.6, -0.2, 1, -12
- O=C(NCc1nnnn1-c1ccc(F)cc1)NC1CCCCC1
  0.0, 0.4, -7, -17
- CC(C)c1ccc(/C=C2/C(=O)N(C)C(=S)N2C)cc1
  -1.0, 0.1, -15, 8
- Cc1ccc(C(=O)N/C(=C/c2ccco2)C(=O)Nc2ccc(C(=O)O)cc2)cc1
  0.2, 0.0, 3, 15
- CCSc1nc2scc(C(F)(F)F)n2c(=O)c1C(=O)NCc1c(F)cccc1F
  1.1, 0.2, 13, 14
- COC(=O)c1sc(NC(=O)c2ccc(C)cc2)c(C#N)c1C
  -1.1, 1.3, 7, 1

The results go on.
Values run as follows: GPR151 activ, FBW7 activator, TEAD-YAP inh, MITF inh
- COc1ccc(-n2nc(C(=O)NCC(=O)Nc3cccc(Cl)c3)c3ccccc3c2=O)cc1Cl
  3.3, -0.1, 2, -4
- CCN(CC)C(=O)C1CCCN(c2cc(N)nc(N)n2)C1 (stereo not given)
  6.8*, -0.1, 6, -3
- COc1cc(Nc2nc(SCC(=O)c3ccc(Cl)c(Cl)c3)nc3ccccc23)cc(OC)c1
  -0.8, 0.5, 7, 12
- CCCCCCOc1ccc(NC(=O)C2CC(=O)N(CC)C(=Nc3ccccc3OC)S2)cc1 (stereo not given)
  -0.6, 0.1, 1, -1
- c1ccc(Oc2ccc(Nc3nc(N4CCOCC4)nc4c3ncn4-c3ccsc3)cc2)cc1
  0.2, 0.0, -6, 6
- O=Cc1c(-c2ccccc2)nc2ccccn12
  0.3, -0.1, -13, -1
- Cc1cc(C(C)(C)C)n2nc(-c3ccccc3)cc2n1
  1.2, 0.0, 0, -6
- C=CCn1c(SCC(=O)c2ccc(Cl)cc2)nc2sc(CC)cc2c1=O
  1.1, 0.0, -1, 3
